HTT aggregate = qHTS Multiplex Assay to Identify Dual Action Probes in a Cell Model of Huntington: Aggregate Formation (GFP); 1.1% of 220,000 active; PC12 HttQ103-GFP aggregates, Acumen cytometry, 40 h; Potency, µM (top dose mostly 46.1 µM), for inactives: at the top dose activity change, negative = inhibition, actives largely listed as inhibitors; note: % is set by controls: 0 for no effect and ±100 for the full control effect; nearly all actives have a fitted effect of over 60% in size
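Steps: seed 1500 PC12 HTTQ103-GFP cells/well; add tebufenozide, 100 nM final; add compound titration; add ATPLite reagent; quantify GFP aggregates by laser scanning cytometry.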
GAA glycogen = qHTS Assay for Inhibitors and Activators of Human alpha-Glucosidase Cleavage of Glycogen; 0.38% of 300,000 active; recombinant GAA, glycogen substrate, Amplex Red glucose oxidase fluorescence; Potency, µM (highest dose often 76.4 µM), for inactives: top-dose activity change, negative = inhibition, actives largely listed as inhibitors; Lysosomal alpha-glucosidase (Homo sapiens), P10253;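 note: 0% = full enzyme reaction and -100% = no-enzyme basal signal; the screen sought inhibitors and activators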
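Natural-substrate format: glycogen cleavage by 4 nM human enzyme, glucose read by Amplex Red coupling (Ex 573, Em 610 nm). Normalized to enzyme and no-enzyme controls.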
aGlu spleen mod = qHTS Assay for Inhibitors and Activators of Human alpha-Glucosidase From Spleen Homogenate; Potency, µM (top dose mostly 79.9 µM), for inactives: at the highest dose activity change, negative = inhibition, actives largely listed as inhibitors; 0.006% of 240,000 active; human spleen homogenate, 4-MU-alpha-glucoside fluorescence; Lysosomal alpha-glucosidase (Homo sapiens), P10253; AID 2112, 2009;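 note: 0% = enzyme with vehicle and -100% = no enzyme basal signal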
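Enzyme source: human spleen homogenate, 1 ug/well. Buffer 50 mM citric acid/K phosphate pH 5.0, 0.01% Tween-20. 4-MU-alpha-glucoside 1 mM; 37 C x 40 min; NaOH/glycine stop; fluorescence.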
HTT ATP protect = qHTS Multiplex Assay to Identify Dual Action Probes in a Cell Model of Huntington: Cytoprotection (ATP); PC12 HTT-Q103 induced, cytoprotection, ATP luminescence, 40 h; Potency, µM (titrated, usually from 56.4 µM), for inactives: cytoprotection (ATP increase), hits mostly activators; 0.14% of 230,000 active;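 note: % of control where 0% means no effect; nearly all actives have a fitted effect of over 45% in size; toxic huntingtin expression switched on by the ecdysone agonist tebufenozide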
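Readout: ATPlite luminescence (ATP level). Model: stable PC12, inducible Htt exon1 Q103-GFP. Inducer: tebufenozide, 100 nM final. Compounds: dose series. No G418 in medium.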
GAA inhib = qHTS Assay for Inhibitors of Human alpha-Glucosidase as a Potential Chaperone Treatment of Pompe Disease; Lysosomal alpha-glucosidase (Homo sapiens), P10253; purified human GAA, 4-MU-alpha-glucoside fluorescence; Potency, µM (titrated, usually from 76.9 µM), without a hit: at the highest dose activity change, negative = inhibition, actives largely listed as inhibitors; 0.005% of 200,000 active; AID 1466, 2008;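 note: plate controls were uninhibited enzyme wells for no effect and no-enzyme background for full effect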
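Human enzyme at 4 nM with 400 uM 4-methylumbelliferyl-alpha-D-pyranoside, citrate/phosphate buffer pH 5.0, 0.005% Tween-20, 20 min at room temperature. Compounds up to 77 uM. 4-MU fluorescence (Ex 365/Em 440) read after NaOH/glycine stop; AC50 from Hill fit.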
IMPase Li cell = qHTS Assay for Identifying the Cell-Membrane Permeable IMPase Inhibitors: Potentiation with Lithium; CHO-M1 cells, IP1 TR-FRET (IP-One), carbachol + lithium; Potency, µM (titrated, usually from 59.4 µM), for the others: top-dose activity, negative = IMPase inhibition, hits mostly inhibitors; 0.35% of 210,000 active;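 note: IP1 builds up when IMPase is blocked and the TR-FRET signal falls; plate controls were basal vehicle for no effect and high inhibitor control for full effect; nearly all actives have a fitted effect of over 50% in size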
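Steps: plate 2000 CHO-M1 cells per well and culture 16–30 h; add compound and lithium; incubate 30 min, 37C; add d2-IP1 tracer and Eu cryptate anti-IP1 antibody in lysis buffer; read after 10 min at room temperature.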
GoLoco inh red = qHTS Assay for Inhibitors of RGS12 GoLoco Motif Activity (Red Fluorophore); Guanine nucleotide-binding protein G(i) subunit alpha-1 (Homo sapiens), P63096; Gai1:RGS12 GoLoco peptide FP, rhodamine, 10 min; Potency, µM (top dose mostly 61.6 µM), inactives show top-dose activity, negative = inhibition, most hits filed as inhibitors; 0.44% of 230,000 active; active = well fitted inhibition curve with a large enough effect, not every such curve was filed as active; inactive = no such curve, though single readings can be large or run the other way; note: % is set by controls: 0 for no effect and ±100 for the full control effect; nearly all actives have a fitted effect of over 30% in size; many of its hits are not listed in these tables
Target sequence (P63096 whole entry, looked up): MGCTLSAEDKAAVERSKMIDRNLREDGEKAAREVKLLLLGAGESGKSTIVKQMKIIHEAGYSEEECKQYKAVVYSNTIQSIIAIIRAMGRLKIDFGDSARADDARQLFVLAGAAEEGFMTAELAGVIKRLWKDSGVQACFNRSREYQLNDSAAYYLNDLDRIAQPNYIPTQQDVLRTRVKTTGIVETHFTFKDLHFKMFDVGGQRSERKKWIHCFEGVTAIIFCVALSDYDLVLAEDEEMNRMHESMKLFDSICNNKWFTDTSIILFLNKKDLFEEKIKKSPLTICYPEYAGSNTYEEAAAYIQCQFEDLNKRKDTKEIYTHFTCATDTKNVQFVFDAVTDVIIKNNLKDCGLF
* hit, by the source's call; ? = inconclusive; . = not tested or not shown; & = joins results of further samples; [ ] = dose if it differs, or a comment. Unless noted, calls come from the whole dose curve; as a rule, active = well fitted curve in the direction sought with a large enough effect; inconclusive = small, poorly fitted or top-dose-only effect, or another doubt; inactive = no such curve, though single readings can be large; an effect the other way counts as inactive or inconclusive. Potency is the fitted concentration of half-maximal effect. An excerpt; the hit share may differ from the screen's.

#1 CC1CCCC(NC(=O)COC(=O)c2sc3ccccc3c2Cl)C1C (configuration not stated)
#2 CCC(c1nnnn1Cc1ccco1)N(Cc1cc2cc(OC)ccc2[nH]c1=O)C1CCCCC1 (configuration not stated)
#3 O=C(CNCc1cccs1)NC12CC3CC(CC(C3)C1)C2
#4 CCn1c2ccccc2c2cc(NC(=O)CSc3nnc(-c4cccc(Cl)c4)o3)ccc21
#5 Cc1ccc(C2C=NN(c3ccccc3)C2=O)cc1 (configuration not stated)
#6 Cc1cc2c(=O)n(Cc3ccco3)c(SCC(=O)c3ccc(Cl)s3)nc2s1
#7 CC(NC(=O)CNC(=O)C1O[C@@H]2OC(C)(C)O[C@@H]2[C@H]2OC(C)(C)O[C@@H]12)C(=O)O (some centres not stated)
#8 COc1cc2nc(N3CCN(C(=O)C4CCCO4)CC3)nc(N)c2cc1OC (configuration not stated)
Compound	1	2	3	4	5	6	7	8
aGlu spleen mod	-16%	-3%	-4%	-6%	-21%	-8%	10%	?
IMPase Li cell	-17%	34%[activator][38.3 µM]	7%	-31%[38.3 µM]	26%	17%[38.3 µM]	-6%	-20%[38.3 µM]
GAA glycogen	3%	-2%	0%	3%	?	8%	2%	0%&1%&-2%
GoLoco inh red	2%	55%[activator]	-6%	20%	18%	54%[activator]	-15%	3%&2%&9%&-7%
GAA inhib	-5%	-15%	2%	?	9%	-6%	-5%	?
HTT aggregate	9%	?	0%	7%	-12%[9.22 µM]	?	-14%	15%
HTT ATP protect	-2%[1.9 µM]	-9%	-40%[inhibitor]	-39%[inhibitor]	-8%[10 µM]	27%	-33%	-9%[0.074 µM]

#9 Cc1c(C(=O)N2CCOCC2)oc2c1C(=O)CC(C)(C)C2
#10 COC(=O)c1cc(NC(=O)C23CCC(C)(C(=O)O2)C3(C)C)cc(C(=O)OC)c1 (configuration not stated)
#11 COc1ccc(-c2cc(C(=O)Nc3cc(C)on3)no2)cc1
#12 COc1ccc(CCNC(=O)CSCc2ccc([N+](=O)[O-])cc2)cc1
#13 CC/C(=N\O)c1ccc(OC)c(OC)c1
#14 CCCN1C(=S)SC(C)(C)C1/[N+]([O-])=C/c1cccnc1 (configuration not stated)
#15 CC(=O)c1cccc(NC(=O)COC(=O)[C@@H](NC(=O)OCc2ccccc2)C(C)C)c1
#16 COc1ccc(-n2c(=O)c(-c3ccccc3)nc3cnc(N4CCOCC4)nc32)cc1
Compound	9	10	11	12	13	14	15	16
aGlu spleen mod	-2%	1%	-18%	-7%	4%	1%	-9%	-10%
IMPase Li cell	2%[38.3 µM]	27%[38.3 µM]	-27%	12%	11%[38.3 µM]	-4%[38.3 µM]	9%	1%
GAA glycogen	-3%	5%	5%	0%	5%	-3%	-5%	.
GoLoco inh red	5%	-3%	4%	6%	0%	16%	41%[activator]	-4%
GAA inhib	7%	1%	1%	-4%	?	-3%	-2%	.
HTT aggregate	-17%	?	-9%	3%	-21%	6%[9.22 µM]	-23%	.
HTT ATP protect	3%	-21%	9%[10 µM]	22%[0.074 µM]	-12%	-18%	9%[10 µM]	16%

#17 CS(=O)(=O)Nc1cccc(C2=NN(S(=O)(=O)c3ccccc3)C(c3ccco3)C2)c1 (configuration not stated)
#18 CCOc1ccc(Nc2ncnc3c2cnn3Cc2ccccc2)cc1
#19 Clc1ccc(-c2nnc3cccc(Cl)n23)c(Cl)c1
#20 O=C(Cc1cn2ccsc2n1)Nc1nc2c(s1)CN(Cc1ccccc1)CC2
#21 CCOCc1nnc(NS(C)(=O)=O)s1
#22 O=C(O)c1ccc2c(=O)n(-c3ccc(F)c(Cl)c3)c(=S)[nH]c2c1
#23 CSc1ccc(CN(C)CC(=O)NC(C)c2ccccc2)cc1 (configuration not stated)
#24 Cc1nn(-c2nc3ccccc3s2)c(C)c1Oc1ccccc1O
Compound	17	18	19	20	21	22	23	24
aGlu spleen mod	-4%	-16%	3%	4%	0%	-2%	2%	0%
IMPase Li cell	9%	7%[38.3 µM]	-16%[38.3 µM]	-9%[38.3 µM]	2%[38.3 µM]	.	19%	3%
GAA glycogen	0%	-16%	15%	?	6%	-7%	-7%	-6%
GoLoco inh red	-9%	10%	-13%	11%	4%	5%	16%	0%
GAA inhib	2%	-2%	?	-1%	7%	1%	10%	-6%
HTT aggregate	-19%	-25%	?	-6%	3%	-10%[9.22 µM]	22%	-13%
HTT ATP protect	-43%[inhibitor]	-30%	-13%	6%[0.074 µM]	4%	-13%[10 µM]	-44%[inhibitor]	21%[10 µM]

Retrieved one by one from the list above, 4 records:
#8 COc1cc2nc(N3CCN(C(=O)C4CCCO4)CC3)nc(N)c2cc1OC (configuration not stated)
#7 CC(NC(=O)CNC(=O)C1O[C@@H]2OC(C)(C)O[C@@H]2[C@H]2OC(C)(C)O[C@@H]12)C(=O)O (some centres not stated)
#5 Cc1ccc(C2C=NN(c3ccccc3)C2=O)cc1 (configuration not stated)
#2 CCC(c1nnnn1Cc1ccco1)N(Cc1cc2cc(OC)ccc2[nH]c1=O)C1CCCCC1 (configuration not stated)
Compound	8	7	5	2
aGlu spleen mod	?	10%	-21%	-3%
IMPase Li cell	-20%[38.3 µM]	-6%	26%	34%[activator][38.3 µM]
GAA glycogen	0%&1%&-2%	2%	?	-2%
GoLoco inh red	3%&2%&9%&-7%	-15%	18%	55%[activator]
GAA inhib	?	-5%	9%	-15%
HTT aggregate	15%	-14%	-12%[9.22 µM]	?
HTT ATP protect	-9%[0.074 µM]	-33%	-8%[10 µM]	-9%

Other compounds follow.
#25 CC1Cc2cc(/C=C3/SC(N4CCC(C(N)=O)CC4)=NC3=O)ccc2O1 (configuration not stated)
#26 COc1cccc2cc(C(C)N(CCCN3CCOCC3)C(=S)Nc3cccc(C)c3C)oc12 (configuration not stated)
#27 Cc1ccc(S(=O)(=O)c2cc3c(=O)n4cccc(C)c4nc3n(Cc3ccco3)c2=N)cc1C
#28 CC1(C)Oc2ccc(/C=C/C(=O)N3CCOCC3)c(O)c2C(N2CCOCC2)C1O (configuration not stated)
#29 CCC(=O)Nc1nc(-c2ccccc2)nc(SC)c1C(C)=O
#30 O=C(Nc1cccnc1)c1cnc2ccccc2n1
#31 CC(=O)Nc1ccc(NC(=O)[C@@H]2CCCC[C@@H]2C(=O)O)cc1
#32 O=C(CN1CCC(C(=O)c2cccc(Cl)c2)CC1)Nc1cccc(C(=O)O)c1
Compound	25	26	27	28	29	30	31	32
aGlu spleen mod	0%	-7%	1%	-11%	7%	3%	-16%	4%
IMPase Li cell	.	5%	.	-3%	3%	.	-9%	5%
GAA glycogen	-3%	1%	-10%	-7%	-3%	-14%	6%	-5%
GoLoco inh red	14%	-2%	.	-2%	7%	.	-1%	-1%
GAA inhib	.	-3%	?	-2%	-1%	0%	4%	12%
HTT aggregate	-19%[9.22 µM]	-14%	?	?	7%	-18%	10%	-2%[9.22 µM]
HTT ATP protect	13%[10 µM]	5%	-18%	-1%[10 µM]	-39%[inhibitor]	-4%	4%	-9%[10 µM]

Looked up above:
Reading for `CC1Cc2cc(/C=C3/SC(N4CCC(C(N)=O)CC4)=NC3=O)ccc2O1` (configuration not stated) under aGlu spleen mod: 0%
Reading for `O=C(Nc1cccnc1)c1cnc2ccccc2n1` under HTT aggregate: -18%
Reading for `O=C(CN1CCC(C(=O)c2cccc(Cl)c2)CC1)Nc1cccc(C(=O)O)c1` under HTT aggregate: -2%[9.22 µM]
Reading for `COc1cccc2cc(C(C)N(CCCN3CCOCC3)C(=S)Nc3cccc(C)c3C)oc12` (configuration not stated) under HTT aggregate: -14%

(list continues)
#33 CCOc1ccc(OCCN2C(=O)NC(Cc3c[nH]c4ccccc34)C2=O)cc1 (configuration not stated)
#34 CCOC(=O)Cc1nnc(NC(=O)Nc2ccccc2)s1
#35 O=C(NNC(=O)c1ccc2nonc2c1)Nc1ccc(Cl)cc1
#36 O=C(CCS(=O)(=O)Cc1ccc(Cl)cc1)NCCc1ccccc1
#37 O=C(CN1CCN(S(=O)(=O)c2ccc(F)cc2)CC1)Nc1ccc2c(c1)OCCO2
#38 O=S(=O)(NC(=NCc1ccccc1)c1ccccc1F)c1ccccc1
#39 O=C(Cc1ccc(Cl)cc1)Nc1ccc2c(c1)C(=O)NC2=O
#40 COC(=O)c1ccc(NS(=O)(=O)c2cccc3cccnc23)cc1
Compound	33	34	35	36	37	38	39	40
aGlu spleen mod	-1%	0%	0%	-2%	-9%	0%	7%	1%
IMPase Li cell	10%[38.3 µM]	-3%[38.3 µM]	.	-9%	-3%[38.3 µM]	-3%	14%	28%[38.3 µM]
GAA glycogen	-8%	1%	-12%	7%	-6%	-2%	19%	4%
GoLoco inh red	-11%	0%	4%	13%	1%	10%	10%	2%
GAA inhib	-1%	-1%	.	10%	-4%	7%	10%	-4%
HTT aggregate	-13%	-4%	-5%[9.22 µM]	?	-1%	-2%[9.22 µM]	3%[9.22 µM]	13%
HTT ATP protect	9%	10%[10 µM]	9%[10 µM]	-37%[inhibitor]	1%	-5%[10 µM]	-6%[10 µM]	8%

#41 Cc1ccccc1Cn1cc(NC(=O)c2noc3c2CC(C(C)(C)C)CC3)cn1 (configuration not stated)
#42 CS(=O)(=O)NN1C(=O)c2ccccc2NC1c1cccs1 (configuration not stated)
#43 O=C(NNc1cccc(Cl)n1)C(F)(F)F
#44 Cc1noc(C)c1C(=O)OCC(=O)NCCC1=CCCCC1
#45 c1ccc(-c2nc3c4ccccc4ccn3c2CN2CCCCC2)cc1
#46 Cc1ccccc1Nc1cc(C(=O)NCC2CCCO2)c2ccccc2n1 (configuration not stated)
Compound	41	42	43	44	45	46
aGlu spleen mod	1%	5%	8%	-2%	-4%	-4%
IMPase Li cell	-8%[38.3 µM]	-9%	7%	6%[38.3 µM]	.	.
GAA glycogen	0%	6%	.	3%	-6%	0%
GoLoco inh red	2%	-4%	19%	5%	3%	1%
GAA inhib	1%	-4%	3%	6%	.	.
HTT aggregate	-6%	-8%	-5%	-10%	-8%[9.22 µM]	11%[9.22 µM]
HTT ATP protect	2%	-12%	27%[10 µM]	19%	4%[10 µM]	8%[10 µM]

High-throughput results deposited in PubChem BioAssay by National Center for Advancing Translational Sciences (NCATS).
